Source: PubChem
MgcRacGAP inhibition = MgcRacGAP GTPase-activating activity inhibitors, confirmation, biochemical, ADP Hunter fluorescence; MgcRacGAP-stimulated Rac1 GTP hydrolysis, ADP Hunter fluorescence; higher % means a stronger effect; GST-tagged Rac1 F28L mutant substrate; 0.6% of 340,000 active; inhibition, % at 30 µM, or IC50 in µM where a hit was titrated;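 active = first-screen hits whose inhibition reached a set limit at any dose in the follow-up dose series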;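 also: fluorescence reports GDP produced by GAP-driven GTP hydrolysis; strong numbers were not always called active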
RSV antiviral HEp-2 = inhibition of RSV-induced cytopathic effect – HEp-2 cells, primary 10 µM value included (AID 2391); HEp-2 cells, RSV-induced CPE inhibition; higher % means a stronger effect; CPE inhibition, % at 10 µM, or IC50 in µM where a hit was titrated; 0.13% of 310,000 active; in the data active = a potency from the dose series; also: strong numbers were not always called active
T cell modulator = modulates CD8 T cell binding to vesicles | 0.068% of 330,000 active | AID 2052 | calls only at 7 µM | 2C CD8+ T cell-vesicle binding, flow cytometry; active compounds read low;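 active = response, share of CD8 T cells binding vesicles, and their 90th percentile fluorescence all below set limits, cut at about 80% in these data, passing the limit was not always enough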
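Incubation: binding step 1.5 h, 37 °C, antibody labelling 20 min, ice; system: murine 2C transgenic CD8+ T lymphocytes; technique: cytometric PE anti-B7-1 and Alexa647 anti-CD8 signals after 1% paraformaldehyde fixation; also added: QL9-charged Drosophila Ld/ICAM-1/B7-1 vesicles; control set: naked versus QL9-loaded vesicles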
NTR1 agonist = agonists of NTR1, primary screen, imaging, U2OS cells, beta-arrestin-GFP, high content (AID 493036); P30989; NTR1-U2OS beta-arrestin-GFP spot imaging, agonist mode; activation, % at 20 µM; 0.17% of 330,000 active;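 active = activation at or above 40% of the spot to cytoplasm intensity ratio, with at least 20 cells analyzed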;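 also: 0% = DMSO without peptide and 100% = 100 nM NTR1 peptide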
Target sequence (P30989 whole entry, looked up): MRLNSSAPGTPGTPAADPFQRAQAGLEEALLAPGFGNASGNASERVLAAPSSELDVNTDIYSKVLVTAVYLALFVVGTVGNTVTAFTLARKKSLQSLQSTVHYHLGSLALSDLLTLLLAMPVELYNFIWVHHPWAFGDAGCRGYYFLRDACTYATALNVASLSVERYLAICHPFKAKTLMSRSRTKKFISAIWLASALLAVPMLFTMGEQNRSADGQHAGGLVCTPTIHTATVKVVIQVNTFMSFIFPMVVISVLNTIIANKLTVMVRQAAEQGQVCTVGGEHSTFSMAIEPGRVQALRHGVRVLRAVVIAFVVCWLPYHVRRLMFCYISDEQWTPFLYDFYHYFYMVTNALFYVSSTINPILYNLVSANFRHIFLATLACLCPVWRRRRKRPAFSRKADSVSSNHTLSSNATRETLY
TNAP activators = stimulation of alkaline phosphatase TNAP activity – biochemical, luminescent, no phosphate acceptor, uHTS, primary screen (AID 1001); purified TNAP, luminescent activation assay, no phosphate acceptor; higher activation fold means a stronger effect; activation fold at 20 µM, or EC50 in µM where a hit was titrated; 0.03% of 200,000 active; in the data active = activation fold from about 3, or a potency from the dose series; inactive = the rest, 99 in 100 with activation fold below about 1.6; also: many of its hits are not listed in these tables
PhoP inhibition = inhibitors of PhoP regulon expression, primary screen, Salmonella Typhimurium, GFP reporter (AID 1863); inhibition, % at 50 µM, or IC50 in µM where a hit was titrated; 0.16% of 300,000 active; S. Typhimurium PhoP-regulated promoter GFP reporter, 4 h; higher % means a stronger effect;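 active = inhibition over 29.93%, a cutoff 3 SD above the screen mean, later confirmed by dose response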;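 also: 0% = low Mg2+ inducing control and 100% = high Mg2+ repressing control; strong numbers were not always called active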
K1F lysis inhibition = inhibition of K1F phage lysis, E. coli UTI89, bacterial capsule biogenesis inhibitors, alamar blue (AID 488966); E. coli UTI89 K1F phage lysis, alamar blue, 2 h; higher % means a stronger effect; one-dose inhibition, % at 100 µM; IC50 in µM for titrated hits; 0.02% of 340,000 active;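 active = phage lysis inhibition, versus mean bacterial control, above a set limit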;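 also: capsule biogenesis inhibitors block K1F phage lysis so surviving cells raise fluorescence; higher fluorescence means more inhibition of phage lysis; actives were called in the ten point dose series up to 300 µM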
Myeloid diff 2 = compounds promoting myeloid differentiation; AID 624256; ER-HoxA9 myeloid progenitors, lysozyme-GFP differentiation, flow cytometry; 1% of 360,000 active; calls only at 10 µM;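 active = normalized GFP-positive differentiation at or above the plate's own cutoff, the solvent-only control mean plus 3 SD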;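 also: cells exposed to compound for four days before flow analysis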
SV40 large T antigen = TAg ATPase/helicase activity blockers – biochemical (AID 1903). one-dose inhibition, % at 20 µM; IC50 in µM for titrated hits. SV40 large T antigen ATPase/helicase inhibition assay; higher % means a stronger effect. 0.39% of 310,000 active; in the data active = a potency from the dose series; also: strong numbers were not always called active
T cell modulator vesicle-bound % = further read-out of T cell modulator, marked with its call; double positive events, %; measured here: CD8+ vesicle-bound cell fraction;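 binding gate set so that unloaded-vesicle control wells show 10% double positive cells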
NTR1 agonist cell count 20 µM = further read-out of NTR1 agonist, marked with its call; cell count; measured here: cell count, cytotoxicity flag
Myeloid diff 2 GFP+ MAC1+ % = recorded beside Myeloid diff 2, whose call it bears; GFP+ MAC1+ double positive, %; measured here: differentiation confirmed by MAC1 staining
* marks the source's active call; other numbers are inactive results; i = inactive; · = no result given; [ ] = remark or other dose.

SMILES	MgcRacGAP inhibition	RSV antiviral HEp-2	T cell modulator	T cell modulator vesicle-bound %	NTR1 agonist	NTR1 agonist cell count 20 µM	TNAP activators	PhoP inhibition	K1F lysis inhibition	Myeloid diff 2	Myeloid diff 2 GFP+ MAC1+ %	SV40 large T antigen
COc1cc(/C=N/Nc2ccc(Cl)c(C(=O)O)c2)ccc1OC(=O)c1cccs1	0.1%	1.2%	i	30.4	-0.3	57	1.1	4.3%	0.3%	i	0.1	3.9%
CN(/N=C/c1ccc2c(c1)OCO2)c1ccccc1	5.6%	6.2%	i	40.4	3.4	39	1	-3.6%	-4.4%	i	0.3	4.7%
CO/N=C/c1c(C(=O)OC)nn(-c2ccccc2)c1Cl	15.9%	1.5%	i	26.5	0.9	48	1.1	-7.1%	0.3%	i	0.5	5.2%
O=S1(=O)CC(O)C(NCc2ccco2)C1 (stereo not given)	6.9%	2.6%	i	5.4	-1.9	54	1.1	0.4%	0.2%	i	0.9	4.8%
CC1(C)O[C@@H]2[C@H](O1)[C@@H](COS(=O)(=O)O)O[C@H]2n1c(=S)[nH]c2c(=O)[nH]c(N)nc21	53.7µM*	0.1%	i	34.5	2.4	61	·	·	1.8%	i	1.7	·
COc1ccc(-c2nc(N)ncc2-c2csc(C)n2)c(O)c1	-0.2%	-0.8%	i	43.1	0.6	56	1.1	11.8%	-0.5%	i	4.3	22.8%
O=[N+]([O-])c1ccccc1OCC(O)CN1CCN(CC(O)COc2ccccc2[N+](=O)[O-])CC1 (stereo not given)	8.1%	0.3%	i	56.5	-0.4	53	·	-2.2%	0.1%	i	0.7	0.1%
CCN1C(=O)/C(=C2\C=Cc3cc(C)ccc3N2CC)OC1=S	17.1%	2.2%	i	18.6	5.9	61	0.8	-0.7%	0.6%	i	1.4	5.4%
CC1=NN(C(=O)c2nn(C)cc2Br)C(O)(C(F)(F)F)C1 (stereo not given)	3.8%	2.4%	i	39.3	0.6	45	1.1	-4.7%	2.4%[50 µM]	i	0.7	9.1%
CCOc1cccc(C(=O)NC(=S)Nc2cccc(C)c2)c1	6.0%	1.3%	i	32.9	2.4	51	1	1.8%	-3.7%	i	1.3	10.2%
CCOc1ccc(CCNC(=O)Cn2cccc2C(=O)c2ccccc2C)cc1OCC	11.0%	3.9%	i	23.2	1.7	56	1.1	1.6%	-0.4%	i	0.8	13.8%
COc1ccccc1CNC(=O)CCS(=O)(=O)Cc1ccc(C)cc1	9.2%	·	i	23.2	-0.3	58	·	9.9%	-0.3%	i	0.4	3.1%
O=C(NCc1ccccc1)c1ncn(Cc2ccccc2)c1C(=O)NCc1ccccc1	9.5%	2.1%	i	20.8	4.8	56	·	·	0.9%	i	1.7	·
CCc1cc(=O)oc2c(C)c(OCC(=O)NCCCn3ccnc3)ccc12	5.6%	-2.0%	i	24.0	0.4	66	·	-5.7%	0.0%	i	0.2	10.9%
CC1CN(c2ccc(NC(=O)c3ccco3)cc2C(=O)O)CC(C)O1 (stereo not given)	8.0%	·	i	8.0	-0.3	41	·	-3.5%	0.6%	i	0.6	5.3%
Cc1ccc(NC(=O)COC(=O)c2cc(Cl)cc(Cl)c2)c(Br)c1	0.8%	0.7%	i	26.8	-1.8	69	1.1	0.5%	5.4%	i	1.4	5.7%
O=C(CSCc1ccc(Cl)cc1)Nc1ccc(Br)cc1C(=O)O	10.1%	0.5%	i	59.6	0.0	84	·	-4.5%	0.1%	i	0.6	4.6%
CC(CNS(=O)(=O)c1ccccc1)Sc1nncn1C (stereo not given)	0.8%	1.0%	i	42.4	-1.1	61	·	-11.3%	0.0%	i	0.3	5.6%
Nc1nc(Nc2ccccc2F)nc(NCc2ccccc2)c1[N+](=O)[O-]	10.4%	7.6%	i	45.4	21.5	47	·	-2.7%	1.0%	i	0.5	12.0%
Brc1cccc(C2CC(c3ccccc3)n3nnnc3N2)c1 (stereo not given)	-10.9%	2.2%	i	28.7	-1.7	98	1.1	6.5%	-1.0%	i	1.3	21.1%
CCN(c1ccccc1)S(=O)(=O)c1cc(C(=O)NCc2ccco2)ccc1C	4.5%	2.2%	i	44.5	0.1	63	·	·	0.5%[50 µM]	i	1.5	·
COc1ccc(CN(C(=O)c2oc3cc(C)ccc3c2C)C2CCS(=O)(=O)C2)cc1OC (stereo not given)	7.5%	3.7%	i	31.4	1.6	51	·	·	3.1%	i	3.3	16.9%
Cn1c(O)c(N=NC(=O)CNC(=O)c2ccco2)c2ccccc21	6.4%	-0.2%	i	49.9	-0.8	97	1.1	1.4%	0.0%	i	0.4	0.9%
O=C(NCCSCc1ccccc1)c1ccc(F)cc1	4.4%	1.1%	i	33.0	2.2	52	1.1	31.8%	2.3%	i	0.2	-14.1%
O=C(C1CCN(c2nnnn2-c2ccccc2)CC1)N1CCN(c2ccccc2)CC1	7.5%	0.1%	i	55.5	-1.0	70	1.1	10.2%	-0.3%	i	1.0	10.1%
O=C(N/N=C\c1ccc(Br)o1)C1COc2ccccc2O1 (stereo not given)	-2.5%	0.9%	i	57.7	-1.2	71	1	-3.2%	-0.8%	i	0.9	12.2%
CCN(CCn1cccn1)C(=O)C1CCC(=O)N(CC2CCCCC2)C1 (stereo not given)	-4.1%	1.0%	i	9.0	-0.6	54	·	1.5%	0.2%	i	2.5	12.7%
CCOc1ccc(S(=O)(=O)N2CCN(C(=O)c3oc4ccc(OC)cc4c3C)CC2)cc1	2.4%	·	·	·	4.0	61	·	·	-0.1%[50 µM]	i	0.4	·
COc1ccc(CNC(=O)c2cc3cccc(OC)c3oc2=N)cc1	-2.4%	2.8%	i	54.7	3.0	53	·	-4.5%	0.0%	·	·	4.4%
CC(=O)Nc1sc(C)c(C)c1C(=O)Nc1ccc(C)cc1	7.8%	2.1%	i	6.0	0.6	60	1.1	-4.2%	1.9%	i	3.4	-0.8%

Sorted by molecular weight (rising): six of the compounds above
SMILES	MgcRacGAP inhibition	RSV antiviral HEp-2	T cell modulator	T cell modulator vesicle-bound %	NTR1 agonist	NTR1 agonist cell count 20 µM	TNAP activators	PhoP inhibition	K1F lysis inhibition	Myeloid diff 2	Myeloid diff 2 GFP+ MAC1+ %	SV40 large T antigen
CO/N=C/c1c(C(=O)OC)nn(-c2ccccc2)c1Cl	15.9%	1.5%	i	26.5	0.9	48	1.1	-7.1%	0.3%	i	0.5	5.2%
Nc1nc(Nc2ccccc2F)nc(NCc2ccccc2)c1[N+](=O)[O-]	10.4%	7.6%	i	45.4	21.5	47	·	-2.7%	1.0%	i	0.5	12.0%
Brc1cccc(C2CC(c3ccccc3)n3nnnc3N2)c1 (stereo not given)	-10.9%	2.2%	i	28.7	-1.7	98	1.1	6.5%	-1.0%	i	1.3	21.1%
CCc1cc(=O)oc2c(C)c(OCC(=O)NCCCn3ccnc3)ccc12	5.6%	-2.0%	i	24.0	0.4	66	·	-5.7%	0.0%	i	0.2	10.9%
COc1ccc(CN(C(=O)c2oc3cc(C)ccc3c2C)C2CCS(=O)(=O)C2)cc1OC (stereo not given)	7.5%	3.7%	i	31.4	1.6	51	·	·	3.1%	i	3.3	16.9%
CCOc1ccc(S(=O)(=O)N2CCN(C(=O)c3oc4ccc(OC)cc4c3C)CC2)cc1	2.4%	·	·	·	4.0	61	·	·	-0.1%[50 µM]	i	0.4	·

Returning to the listing, repeating the 2 entries before the break.
SMILES	MgcRacGAP inhibition	RSV antiviral HEp-2	T cell modulator	T cell modulator vesicle-bound %	NTR1 agonist	NTR1 agonist cell count 20 µM	TNAP activators	PhoP inhibition	K1F lysis inhibition	Myeloid diff 2	Myeloid diff 2 GFP+ MAC1+ %	SV40 large T antigen
COc1ccc(CNC(=O)c2cc3cccc(OC)c3oc2=N)cc1	-2.4%	2.8%	i	54.7	3.0	53	·	-4.5%	0.0%	·	·	4.4%
CC(=O)Nc1sc(C)c(C)c1C(=O)Nc1ccc(C)cc1	7.8%	2.1%	i	6.0	0.6	60	1.1	-4.2%	1.9%	i	3.4	-0.8%
CCOc1cc(CNc2ccccc2SC)ccc1O	·	1.5%	i	28.3	0.9	86	1.1	3.6%	·	·	·	11.4%
Cc1ccc(C)c(N2CCN(CC(=O)Nc3ccc4[nH]c(=O)[nH]c4c3)CC2)c1	8.9%	2.7%	i	22.1	-1.4	100	1	-5.4%	0.2%	i	2.9	7.8%
Cc1ccc(COc2cccc3c2CCN(Cc2ccc(F)cc2)C3=O)cc1	9.0%	10.8%	i	48.4	3.8	44	1.2	-13.3%	-1.4%	i	0.9	-5.8%
COc1ccc(C(=O)CSc2nnc(CN3CCCCC3)n2-c2ccc(Cl)cc2)cc1OC	11.3%	4.1%	i	33.1	-1.0	51	1.1	-11.0%	3.8%	i	0.4	5.1%
O=C(CSc1ncn(-c2ccccc2)n1)Nc1nc2ccccc2s1	4.6%	-0.3%	i	31.3	3.7	70	1	28.2%	i	i	0.8	1.9%
CCOc1ccc(NC(=O)C2CCCN(S(=O)(=O)c3c(C)noc3C)C2)cc1 (stereo not given)	-3.9%	5.1%	i	15.2	0.4	59	·	1.4%	0.9%	i	0.9	2.8%
O=S(=O)(c1cccc2ccccc12)N1CCCCC1	4.9%	·	·	·	0.7	45	·	·	0.1%	i	3.9	·
